Compound activity as filed in PubChem.
pPAFAH inh: pPAFAH enzyme inhibitors, primary screen, biochemical, fluorescence polarization, human; Platelet-activating factor acetylhydrolase (Homo sapiens), Q13093; recombinant pPAFAH, FP-rhodamine probe fluorescence polarization; inhibition, % at 3.39 µM; 330,000 compounds, 1.5% hits; AID 463082, 2010;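 active = inhibition above the mean inhibition across the screen plus 3 SD, cut at about 25% in these data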;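 note: inhibitors block binding of the rhodamine activity-based probe so polarization drops; 0% = enzyme with DMSO and 100% = wells lacking pPAFAH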
PME-1 inh: PME-1 inhibitors via competitive probe labeling, primary screen, biochemical, fluorescence polarization, FP-Rh probe, HTS | Protein phosphatase methylesterase 1 (Homo sapiens), Q9Y570 | recombinant PME-1 | inhibition, % at 5.9 µM | 320,000 compounds, 0.53% hits | AID 2130, 2009;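 active = inhibition above the campaign mean of all compounds plus 3 SD, cut at about 26% in these data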;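 note: competitive labeling of PME-1 active site by serine hydrolase directed probe; 0% = PME-1 with DMSO and 100% = wells lacking PME-1 enzyme; inhibitors block probe labeling so polarization falls and inhibition rises; many of its hits are not listed in these tables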
Target sequence (Q9Y570 whole entry, looked up): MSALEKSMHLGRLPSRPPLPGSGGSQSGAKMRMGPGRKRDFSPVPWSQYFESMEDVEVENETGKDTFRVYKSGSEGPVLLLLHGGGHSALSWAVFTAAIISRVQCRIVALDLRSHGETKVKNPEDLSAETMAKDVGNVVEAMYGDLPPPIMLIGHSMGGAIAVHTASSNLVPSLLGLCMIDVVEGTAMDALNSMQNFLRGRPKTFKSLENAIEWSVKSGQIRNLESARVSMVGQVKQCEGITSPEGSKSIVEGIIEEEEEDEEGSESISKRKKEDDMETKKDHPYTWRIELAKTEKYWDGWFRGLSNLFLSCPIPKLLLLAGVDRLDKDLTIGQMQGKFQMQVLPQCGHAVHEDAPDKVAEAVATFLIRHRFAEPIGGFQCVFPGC
GLD-1 RNA inh: GLD-1/TGE RNA complex disruptors, primary screen, biochemical, fluorescence polarization; 320,000 compounds, 0.44% hits; inhibition, % at 5.96 µM; AID 2280, 2010; Female germline-specific tumor suppressor gld-1 (Caenorhabditis elegans), Q17339; purified GLD-1 + fluorescein TGE RNA;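 active = percent inhibition above a per-plate cutoff, the plate mean of test compounds plus 3 SD, cut at about 30% in these data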;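 note: 0% = DMSO wells with GLD-1 and probe and 100% = wells lacking GLD-1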
PAFAH1B2 inh: PAFAH1B2 enzyme inhibitors, primary screen, biochemical, fluorescence polarization, human. inhibition, % at 3.39 µM. 340,000 compounds, 1.2% hits. recombinant PAFAH1B2, FP-rhodamine activity probe. Platelet-activating factor acetylhydrolase IB subunit alpha2 (Homo sapiens), P68402;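 active = inhibition above the mean of all tested compounds plus 3 SD, cut at about 24% in these data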;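 note: 0% = enzyme with DMSO and 100% = wells lacking PAFAH1B2; many of its hits are not listed in these tables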
Target sequence (P68402 whole entry, looked up): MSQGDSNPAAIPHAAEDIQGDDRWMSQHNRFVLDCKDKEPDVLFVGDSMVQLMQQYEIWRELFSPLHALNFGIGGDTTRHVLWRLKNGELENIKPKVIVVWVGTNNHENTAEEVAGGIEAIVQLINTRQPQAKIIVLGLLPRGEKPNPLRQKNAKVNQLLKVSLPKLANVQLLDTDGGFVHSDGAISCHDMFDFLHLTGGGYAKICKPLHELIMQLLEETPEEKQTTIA
Fam108B counter: mouse Fam108B serine hydrolase inhibitors, primary screen, counter-screen for RBBP9 inhibitor project, biochemical, fluorescence polarization; inhibition, % at 9.51 µM; recombinant Fam108B, FP-Rh probe fluorescence polarization; 300,000 compounds, 0.33% hits;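 active = inhibition above the screen mean inhibition plus 3 SD, computed separately per campaign, cut at about 18% in these data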;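 note: inhibitors lower polarization as less probe binds the enzyme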
MEX-5 binding: MEX-5 zinc finger RNA-binding disruptors – biochemical, C. elegans, fluorescence polarization, MLPCN library, primary screen. Zinc finger protein mex-5 (Caenorhabditis elegans), Q9XUB2. MEX-5/FITC-TCR2 RNA binding; stronger effect = lower value. activity score (negative = inhibition of binding), % at 10 µM. 300,000 compounds, 0.38% hits. AID 1832, 2009;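 active = inhibition past about -25% in most replicates, and total fluorescence under double the plate's negative control median, limit read from the data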;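 note: 0% = DMSO and -100% = 5 µM competing unlabeled TCR2 RNA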
Bcl-xL primary: inhibitors of human Bcl-xL, primary screen, biochemical, fluorescence polarization, HTS; GST-Bcl-xL / FITC-Bim BH3 peptide fluorescence polarization; Bcl-2-like protein 1 (Homo sapiens), Q07817; 320,000 compounds, 0.7% hits; AID 2129, 2009; inhibition, % at 10.9 µM;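 active = inhibition above the mean of all tested compounds plus 3 SD, cutoff set per campaign, cut at about 30% in these data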;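 note: 0% = DMSO wells and 100% = unlabeled Bim-BH3 peptide competitor; inhibitors lower millipolarization by displacing the labeled peptide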
MCL1 BIM primary: inhibitors of MCL1 binding to BIM-BH3, primary screen, biochemical, fluorescence polarization; GST-MCL1 / FITC-Bim-BH3 fluorescence polarization; inhibition, % at 10.9 µM; 320,000 compounds, 0.68% hits;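 active = inhibition above the mean inhibition of all tested compounds plus 3 SD, set per campaign, cut at about 40% in these data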;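 note: 0% = DMSO wells and 100% = unlabeled Bim-BH3 peptide control; higher means more loss of mP so more displacement of Bim peptide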
Target sequence (Q07820 whole entry, looked up): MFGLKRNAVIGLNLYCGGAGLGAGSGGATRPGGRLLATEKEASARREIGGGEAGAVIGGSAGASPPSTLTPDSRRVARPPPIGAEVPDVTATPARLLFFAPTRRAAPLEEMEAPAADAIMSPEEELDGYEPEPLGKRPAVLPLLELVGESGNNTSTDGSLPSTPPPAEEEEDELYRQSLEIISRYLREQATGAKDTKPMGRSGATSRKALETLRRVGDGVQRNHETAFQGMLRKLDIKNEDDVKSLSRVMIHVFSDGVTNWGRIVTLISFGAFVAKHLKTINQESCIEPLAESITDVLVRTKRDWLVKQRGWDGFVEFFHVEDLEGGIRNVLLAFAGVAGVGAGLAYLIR
AHR act: AHR activators, primary screen, cell-based, luminescence, luciferase reporter, human. AHR-responsive luciferase reporter cells. 320,000 compounds, 2.5% hits. Aryl hydrocarbon receptor (Homo sapiens), P35869. activation, % at 5 µM. AID 2796, 2010; in the data active = activation above about 47%;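 note: 0% = vehicle wells and 100% = reference agonist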
An asterisk follows results filed as active; nt = no result given. Some of the compounds tested (hit frequency here may not be typical).

item	SMILES	MCL1 BIM primary	pPAFAH inh	AHR act	Bcl-xL primary	MEX-5 binding	GLD-1 RNA inh	PAFAH1B2 inh	PME-1 inh	Fam108B counter
1	CCc1nnc(NC(=O)/C=C/c2ccc(C)o2)s1	-2	-2	28	2	2.3	2	-1	-4	5
2	Fc1ccc(NC(=S)N2CCN(c3ccccn3)CC2)cc1Cl	9	0	0	2	-0.9	0	2	3	-2
3	Cc1cc2oc(C(=O)Nc3ccc(S(=O)(=O)Nc4nccs4)cc3)cc(=O)c2cc1Cl	8	17	5	5	-1.8	4	-4	-17	-16
4	CCn1c(SCc2nc3cc(OC)c(OC)cc3c(=O)[nH]2)nnc1-c1ccncc1	0	9	-2	4	-0.6	1	3	-8	2
5	Nc1cccc(-c2nnc3n2CCCCC3)c1	3	2	1	1	-0.6	12	7	2	-1
6	CCOc1cc(C(=O)Nc2ccc(S(=O)(=O)Nc3cc(C)on3)cc2)cc(OCC)c1OCC	12	-4	-2	0	0.7	5	3	-2	-3
7	Cn1c(=O)c2c(nc(CN3CCN(c4ccccc4)CC3)n2CCCc2ccccc2)n(C)c1=O	3	3	0	0	0.5	7	nt	6	-3
8	CCCC(=O)Nc1c2c(nn1-c1ccc(F)cc1)CS(=O)(=O)C2	-2	-3	-1	-3	1.1	-4	2	-6	-4
9	CCc1ccc(NC(=O)c2cc(C)no2)cc1	-6	3	1	2	-0.8	6	-1	-1	-2
10	C=CCn1c(SCc2cc(C(=O)OC)c(C)o2)nnc1-c1ccncc1	-2	6	-1	2	1.9	3	6	-1	3
11	N#C/C(=C/c1ccc(-c2cc(C(=O)O)cc(C(=O)O)c2)o1)c1nc2ccccc2s1	-33	14	1	-18	16	-50	nt	-25	2
12	CC(=O)c1cccc(NC(=O)CCc2nc3sc4c(c3c(=O)[nH]2)CCCC4)c1	-4	2	7	-1	-0.5	-16	-6	-16	-6
13	CCNC(=O)n1nccc1C(C)Oc1ccc(Cl)cc1 (configuration not stated)	3	14	1	3	2.0	2	58*	8	2
14	CCCNC(=O)Cc1ccsc1	6	6	0	2	-0.2	1	4	-6	-1
15	COCCNC(=O)CSc1ccc(C)cc1	0	0	4	2	-1.4	-1	10	2	1
16	O=C(CN(C(=O)CCC(=O)Nc1nccs1)c1cccc(F)c1)NCc1ccccc1	-4	3	2	2	1.5	-1	-3	-1	-1
17	CC(C)NC(=O)c1ccc(CSCc2ccccc2Cl)o1	-3	6	2	1	-0.5	1	7	-4	-2
18	CC(C(=O)NC1CCCCC1)N(Cc1ccccc1)C(=O)c1snc(C(N)=O)c1N (configuration not stated)	4	5	0	3	-0.1	-1	3	4	-2
19	O=C(O)CCC(=O)N1CCN(c2ccccn2)CC1	-9	3	2	0	1.7	-1	-2	-3	-2
20	CC(C)c1nnc(NC(=O)CCC(=O)NCc2ccc3c(c2)OCO3)s1	-7	-8	11	-7	0.8	0	0	2	0
21	Cc1cc(C)cc(NC(=O)CN2CCc3ccccc3C2)c1	2	3	15	5	-1.9	0	3	2	5
22	COc1ccc(N(C(=O)C(C)C)S(=O)(=O)c2cccc3cccnc23)cc1	5	3	1	6	1.7	4	3	-4	0
23	COc1ccccc1NC(=O)Cn1nnc(-c2ccccc2NC(=O)c2ccco2)n1	-4	-2	4	-4	-1.2	-1	-1	-2	0
24	FC(F)(F)c1ccccc1CN1CCN(C2CCCCCC2)CC1	11	2	1	6	-0.1	3	-2	6	0
25	CCOc1cccc(-c2nn3c(-c4cc(C)[nH]n4)nnc3s2)c1	13	3	13	2	2.0	7	1	-7	1
26	O=C1c2ccccc2S(=O)(=O)c2cc(C(=O)N3CCC(N4CCCC4)CC3)ccc21	-2	3	0	-4	-4.3	5	-2	-4	-2
27	Cc1ccc[n+](CC(=O)Nc2ccc(N(C)C)cc2)c1	4	-7	13	4	1.3	0	0	2	7
28	Cc1[nH]nc2c1C1(CCOC1C)C(C#N)=C(N)O2 (configuration not stated)	0	0	5	7	-0.1	1	0	2	-1
29	COc1ccc(NC(=O)CSc2nc3ccc(OC)cc3[nH]2)cc1	1	4	13	2	-2.1	-6	1	7	3
30	Cc1c(NC(=O)c2ccc(COc3ccc4ccccc4c3)o2)c(=O)n(-c2ccccc2)n1C	39	8	20	1	-1.3	0	-1	1	-5
31	CCCCn1c(N)c(N(C)C(=O)c2ccc(-n3cccn3)cc2)c(=O)[nH]c1=O	-23	0	1	-10	nt	3	3	0	nt
32	CSc1ccc(S(=O)(=O)NCC(=O)OCC(=O)NCc2ccco2)cc1[N+](=O)[O-]	4	2	-1	0	-0.1	-2	1	3	0
33	Cc1ccc(S(=O)(=O)Nc2cccc3c2O[C@H](CN(C)Cc2ccc(-c4ccccc4)cc2)[C@@H](C)CN([C@H](C)CO)C3=O)cc1	nt	17	-1	nt	nt	7	1	nt	nt
34	O=C(CN1CCC(NC(=O)c2ccccc2)CC1)NCc1ccccc1F	6	3	4	9	-0.8	3	3	3	2
35	COc1ccc(CCNC(=O)c2ccc(-c3ccc([N+](=O)[O-])cc3Cl)o2)cc1OC	7	9	24	4	-1.8	2	2	3	-2
36	COC(=O)Cn1c2ccc(F)cc2c2nc(C)sc21	3	0	5	8	2.1	3	-7	-12	0
37	CNC(=O)c1sc(-c2ccccn2)nc1C	7	3	-2	2	1.6	-6	1	1	1
38	O=C(Cc1ccccc1)Nc1cc2c(cc1Cl)OCCCO2	-5	8	0	4	-1.2	1	2	0	-3
39	O=C(CSc1nnc(COc2ccccc2)o1)N1CCCCC1	1	0	-1	5	0.4	-6	2	4	-1
40	Cc1ccc(S(=O)(=O)N(CCO)c2cc3c(s2)CCCC3)cc1	10	4	2	9	1.0	4	-1	6	-3
41	O=C(NNc1ccnc2cc(Cl)ccc12)C1CCCCC1	4	4	13	2	0.3	4	6	-16	5
42	CC1=CN2C(=N)/C(=C\c3cn(CCCOc4ccccc4)c4ccccc34)C(=O)N=C2S1	2	-2	46	2	-5.4	-1	1	-3	-9
43	O=C(CC1C[C@H](C(=O)N2CCCCC2)[C@@]2(CCc3ccccc3)c3[nH]c4ccccc4c3CCN2C1=O)NCCCn1ccnc1 (some centres not stated)	nt	1	3	nt	nt	1	7	nt	nt
44	O=C(NC1=NCCS1)c1cccs1	10	8	8	-6	-0.7	-1	0	1	-4
45	COc1ccc(/C=C(/NC(=O)c2ccco2)C(=O)N2CCc3ccccc32)cc1OC	-9	3	4	5	-2.6	-3	6	5	-1
46	CC(=O)C1=C(O)CCC1=N	16	3	0	-1	-4.3	1	4	-7	0
47	O=C(O)c1ccc(N2C(=O)CC(N3CCC(c4nc5ccccc5[nH]4)CC3)C2=O)cc1 (configuration not stated)	-4	2	2	3	-0.5	4	8	-4	-1
48	Cc1ccccc1C(=O)N1CCN=C1SCc1ccc([N+](=O)[O-])cc1	2	2	-1	1	1.8	7	5	3	2
49	COc1cccc(C(=O)NOCc2ccc(C)cc2)c1OC	-2	-2	-2	3	nt	7	10	-1	nt
50	O=C(Nc1ccc(F)cc1)Nc1ccc2c(c1)CCC2	1	-2	-2	0	0.0	-7	-5	4	0
51	O=C(O)C1CCCN(S(=O)(=O)c2cccs2)C1 (configuration not stated)	2	1	1	1	-0.9	3	2	-5	-2
52	COc1ccc(C2CC(=O)c3cnc(N4CCc5ccccc54)nc3C2)cc1OC (configuration not stated)	1	1	0	-1	-2.5	3	nt	-4	-1
53	COc1ccc(C(=O)COC(=O)c2ccco2)cc1	0	7	1	1	-3.8	5	1	2	0
54	C(=C\c1nc(N2CCCCCC2)c2ccccc2n1)/c1ccccc1	0	-2	78*	1	-1.5	-3	-1	-12	-13
55	O=C(NC(Cc1c[nH]c2ccccc12)C(=O)O)c1ccc2c(c1)OCO2 (configuration not stated)	0	2	4	7	-0.8	0	3	10	-2
56	Cc1nnc2n(c1=O)N=C(c1ccc(Cl)cc1)CS2	11	10	79*	10	-0.2	-1	-2	2	6
57	COc1ccc(CCC(=O)N(C)CC(=O)Nc2cc(C)ccc2C)cc1	-9	0	9	-6	1.6	-5	-1	-4	3
58	Cc1ccccc1OCC(=O)Nc1ccc(C)c(S(=O)(=O)N2CCCCCC2)c1	3	10	0	4	0.1	-3	-4	-21	-18
59	COc1ccc(-c2cnnn2-c2ccc(NC(=O)c3ccc(S(=O)(=O)N4CCCCC4)cc3)cc2)cc1OC	-10	-14	4	1	3.3	3	-15	-36	-22
60	CC(=O)[C@@]1(O)[C@H](C)CC2C3CC=C4CC(OP(=O)(O)O)CC[C@]4(C)C3CC[C@@]21C (some centres not stated)	-2	-6	1	2	2.5	-2	5	-2	-1

(cont.)
item	SMILES	MCL1 BIM primary	pPAFAH inh	AHR act	Bcl-xL primary	MEX-5 binding	GLD-1 RNA inh	PAFAH1B2 inh	PME-1 inh	Fam108B counter
61	Brc1ccc(-c2c[n+]3c(n2-c2ccccc2)SCC3)cc1	3	-7	8	5	-3.3	-4	nt	3	-5
62	CCc1ccc(NC(=O)CSc2nc3ccccc3nc2N2CCCCC2)cc1	-3	5	2	-1	2.1	-12	-4	-3	2
63	O=C(Nc1ccc(C(=O)O)cc1)/C(=C\c1cccc([N+](=O)[O-])c1)NC(=O)c1ccc(Br)o1	5	-1	0	8	-1.1	-5	-6	-1	-1
64	Cc1cccc(NC(=O)c2cccc3c2C(=O)c2ccccc2-3)c1	-9	4	31	-2	-1.0	8	4	4	-3
